Assay outcomes: PubChem, National Center for Advancing Translational Sciences (NCATS)
HCMV inh = inhibitors of human cytomegalovirus; actives 4.5% (n = 410,000); activity change, negative = inhibition, % at 57.5 µM; HFF cells, HCMV-luciferase reporter, 72 h; active compounds read low; in the data active = activity change below about -60%; inconclusive = no clear call, values can overlap the other calls; inactive = above about -39%
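Luciferase read-out from HCMV-luciferase-infected HFFs (MOI 1 PFU/cell) 72 h post infection at 37C; compounds added after 16 h cell attachment; activity normalized between buffer-only basal and Salinomycin (10uM) inhibitor controls.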
AmpC no deterg = blocks E. coli AmpC beta-lactamase in detergent-free assay. AmpC nitrocefin hydrolysis, absorbance 480 nm, 0.0001% Triton. Potency, µM (series often up to 57.1 µM), for the others: top-dose activity change, negative = inhibition, hits mostly inhibitors. AID 485341. P00811. actives 0.52% (n = 330,000);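 note: potency is the fitted concentration of half-maximal effect; plate controls were no compound for no effect and no enzyme for full effect; nearly all actives have a fitted effect of over 20% in size; some results filed as inactive show a strong effect at the top dose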
Target sequence (P00811 whole entry, looked up): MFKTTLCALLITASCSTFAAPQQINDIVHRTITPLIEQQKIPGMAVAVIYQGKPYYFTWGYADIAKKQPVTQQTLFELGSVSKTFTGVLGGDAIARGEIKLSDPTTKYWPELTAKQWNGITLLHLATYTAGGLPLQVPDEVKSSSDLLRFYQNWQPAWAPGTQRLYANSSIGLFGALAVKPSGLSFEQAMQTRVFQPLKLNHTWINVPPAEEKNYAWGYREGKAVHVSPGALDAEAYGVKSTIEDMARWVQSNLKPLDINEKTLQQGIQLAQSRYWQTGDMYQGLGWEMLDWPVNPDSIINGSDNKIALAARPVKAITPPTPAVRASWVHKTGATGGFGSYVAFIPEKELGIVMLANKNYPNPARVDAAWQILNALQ
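AmpC (5.3 nM in the dispensed reagent) in 20 mM phosphate pH 7.0 with 0.01% (detergent screen) or 0.0001% Triton X-100 was preincubated with compounds for 15 min at room temperature. Nitrocefin was then added from an 800 uM solution, and hydrolysis was followed at 480 nm.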
AMA1 RON2 block = inhibitors of Plasmodium falciparum AMA1-RON2 interaction. Potency, µM (doses to about 58.2 µM), without a hit: at the highest dose activity change, negative = inhibition, actives largely listed as inhibitors. AlphaScreen AMA1-biotinylated RON2 peptide binding. actives 0.2% (n = 360,000). AID 720542;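 note: potency is the fitted concentration of half-maximal effect; 0% = vehicle wells and -100% = peptide control; nearly all actives have a fitted effect of over 45% in size; some results filed as inactive show a strong effect at the top dose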
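AMA1 (3D7) with his tag at 25 nM final met compounds first, then biotinylated RON2 peptide at 25 nM; detection used donor plus acceptor beads, 10 µg/mL apiece, read by AlphaScreen after 30 min at room temperature.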
LmPK inhibitor = inhibitors of Leishmania mexicana pyruvate kinase; purified LmPK, Kinase-Glo ATP luminescence, 1 h; actives 0.37% (n = 290,000); Potency, µM (series often up to 57.5 µM), inactives show at the top dose activity change, negative = inhibition, usual class: inhibitors; note: potency is the fitted concentration of half-maximal effect
Target sequence (Q27686 whole entry, looked up): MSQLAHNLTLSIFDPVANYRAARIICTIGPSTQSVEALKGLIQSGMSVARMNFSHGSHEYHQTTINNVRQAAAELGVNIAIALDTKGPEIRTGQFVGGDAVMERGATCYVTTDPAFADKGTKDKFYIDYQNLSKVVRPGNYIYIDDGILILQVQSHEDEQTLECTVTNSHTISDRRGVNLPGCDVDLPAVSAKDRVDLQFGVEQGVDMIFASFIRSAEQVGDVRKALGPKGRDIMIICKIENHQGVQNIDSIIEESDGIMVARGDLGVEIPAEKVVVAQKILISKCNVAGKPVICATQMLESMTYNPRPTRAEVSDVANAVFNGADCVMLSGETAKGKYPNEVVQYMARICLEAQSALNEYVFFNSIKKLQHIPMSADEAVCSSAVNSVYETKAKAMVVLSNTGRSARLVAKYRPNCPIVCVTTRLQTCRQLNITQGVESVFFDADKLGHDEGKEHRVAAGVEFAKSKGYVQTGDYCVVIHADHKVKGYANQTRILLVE
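Purified LmPK (0.1 nM) with 0.5 mM PEP and 0.1 mM ADP in imidazole buffer pH 7.2 with MgCl2/KCl, 1 h at room temperature. ATP formed was read by luciferase luminescence and normalized to no-enzyme and uninhibited controls.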
Tb PYK inh = blocks Trypanosoma brucei pyruvate kinase | Potency, µM (highest dose often 76.8 µM), inactives show top-dose activity, negative = inhibition, actives largely listed as inhibitors | actives 0.12% (n = 410,000) | AID 624173 | TbPYK enzyme, Kinase-Glo Plus ATP luminescence, 45 min | Q57TT1; note: potency is the fitted concentration of half-maximal effect; nearly all actives have a fitted effect of over 50% in size
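In this concentration-response screen, enzyme-free wells defined baseline while DMSO plates tracked drift. Each reaction combined TbPYK, substrate, compound and 130 uM ADP for 45 min at room temperature. Kinase-Glo Plus luminescence gave the signal.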
AmpC inh detg = AmpC beta-lactamase inhibition with detergent present; P00811; AmpC hydrolysis of nitrocefin, absorbance 480 nm, 0.01% Triton; Potency, µM (doses to about 114 µM), for the others: top-dose activity change, negative = inhibition, most hits filed as inhibitors; actives 0.041% (n = 370,000);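 note: potency is the fitted concentration of half-maximal effect; 0% = no-compound wells and -100% = no-enzyme wells; nearly all actives have a fitted effect of over 25% in size; some results filed as inactive show a strong effect at the top dose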
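20 mM phosphate pH 7.0 + 0.01% (detergent screen) or 0.0001% Triton X-100; 5.3 nM AmpC reagent; cpd preinc 15 min RT; nitrocefin (800 uM stock) to start; A480 q20 s × 4 min; Activity was normalised to no-enzyme and no-compound control wells.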
Sm TGR inh = blocks Schistosoma mansoni thioredoxin glutathione reductase | purified TGR, DTNB reduction, TNB absorbance 405 nm | Q962Y6 | AID 485364 | Potency, µM (top dose mostly 114 µM), without a hit: top-dose activity change, negative = inhibition, actives largely listed as inhibitors | actives 3% (n = 360,000); note: potency is the fitted concentration of half-maximal effect; nearly all actives have a fitted effect of over 60% in size
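First, TGR (20 nM dispensed) and NADPH were mixed with compound. Second, a 15 min room-temperature incubation followed. Third, further NADPH and then DTNB were added to start the reaction. Finally, TNB absorbance was monitored kinetically.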
An asterisk follows results filed as active; ? = inconclusive; nt = not tested or not shown; & = joins results of further samples; [ ] = remark or other dose. Unless noted, calls come from the whole dose curve; as a rule, active = well fitted curve in the direction sought with a large enough effect; inconclusive = small, poorly fitted or top-dose-only effect, or another doubt; inactive = no such curve, though single readings can be large; an effect the other way counts as inactive or inconclusive. Unless noted, % is set by controls: 0 for no effect and ±100 for the full control effect.

#1 CCOC(=O)CNC(=O)CSc1nc2nc(C)c(Br)cc2[nH]1
#2 CCC(=O)NC(=S)Nc1ccc(NC(=S)NC(=O)c2ccc(C)cc2)cc1
#3 O=C(CSc1nc2c([nH]c3ccccc32)c(=O)n1-c1ccc(F)cc1)NC1CCCCC1
#4 Cc1ccc(NC(=O)CSc2nccn2C2CCCC2)cc1Cl
#5 COc1ccc(CN2C(=O)c3ccccc3C(/C=N\OCc3ccc(C)cc3)C2=O)cc1 (stereo not given)
#6 O=C(c1cccs1)N1CCCC(c2nc3c(nnn3Cc3ccccc3)c(=O)[nH]2)C1 (stereo not given)
#7 O=C(COC(=O)Cc1ccccc1)Nc1cc(S(=O)(=O)N2CCCCC2)ccc1Cl
#8 COc1ccc(N2CCN(S(=O)(=O)c3ccc4c(c3)CC(C)N4C(=O)C3CC3)CC2)cc1 (stereo not given)

Compound	1	2	3	4	5	6	7	8
HCMV inh	-17	-18	-22	17	55	-30	-18	?
AmpC no deterg	-8%	-12%	nt	nt	?	2%	-23%	-4%
AMA1 RON2 block	0%	-1%	nt	nt	45%[activator]	-9%	-1%	-12%
LmPK inhibitor	0%	-2%	nt	nt	2%	0%	nt	-3%
Tb PYK inh	-3%	2%	-3%	1%	-5%	-1%	0%	3%
AmpC inh detg	?	5%	2%	1%	-12%	-10%	0%	-6%
Sm TGR inh	-19%	2%	-1%	-13%	8%	-1%	-11%	6%

#9 Cc1ccc(N(Cc2cc3ccc(C)cc3[nH]c2=O)C(=O)c2ccco2)cc1
#10 CCN(C(=O)COC(=O)c1ccc(=O)n(Cc2ccccc2)n1)C1CCCCC1
#11 Cc1c(N=C2N=C(NC(=O)c3ccc(F)cc3)c3ccccc32)c(=O)n(-c2ccccc2)n1C
#12 Cc1[nH]c2ccccc2c1CN1CCN(c2ccccn2)CC1
#13 Cc1ccc(CNC(=O)c2coc(=O)c3ccccc23)o1
#14 O=C(c1ccc(F)cc1)N1CCCC(N2CCN(Cc3ccc4c(c3)OCO4)CC2)C1 (stereo not given)
#15 COc1ccc2cc(CN(CCCN3CCOCC3)Cc3nnnn3C3CCCC3)c(=O)[nH]c2c1
#16 CSCCC(NC(=O)c1ccccc1)C(=O)N1CCN(C(=O)c2ccccc2)CC1 (stereo not given)

Compound	9	10	11	12	13	14	15	16
HCMV inh	?	-28	68	10	86	-33	-25	-31
AmpC no deterg	-28%	-7%	-23%	-14%	-15%	13%	63%[activator]	11%
AMA1 RON2 block	5%	0%	-9%	-22%	19%	0%	53%[activator]	4%
LmPK inhibitor	2%	nt	1%	0%	4%	-4%	3%	nt
Tb PYK inh	-17%	-5%	-4%	3%	-17%	0%	-3%	3%
AmpC inh detg	-10%	2%	-4%	3%	-2%	2%	0%	nt
Sm TGR inh	2.2µM*	7%	17%	?	?	-10%	?	nt

#17 CCN(C(=O)COC(=O)c1cccnc1)c1cccc2ccccc12
#18 CCN(CC)C(=O)C1CCN(S(=O)(=O)c2ccc(C3CNC(=O)C3)cc2)CC1 (stereo not given)
#19 CC(=O)c1c(C)[nH]c(C(=O)NCc2ccccn2)c1C
#20 Cc1cccc(S(=O)(=O)Nc2nc3ccccc3nc2NCc2ccc3c(c2)OCO3)c1
#21 CC1CC(C)CN(C(=S)Nc2ccc(SC(F)F)cc2)C1 (stereo not given)
#22 O=C(c1ccccn1)N1N=C2/C(=C/c3ccccc3)CCCC2C1c1ccccc1 (stereo not given)
#23 Cc1cccc(CNC(=O)CCCN2C(=O)CCn3nc(-c4cccn4C)cc32)c1
#24 COc1ccc(NC(=O)N2CCN(c3ccc([N+](=O)[O-])cc3)CC2)cc1

Compound	17	18	19	20	21	22	23	24
HCMV inh	-21	-6	32	-13	-37	67	2	-9
AmpC no deterg	65%[activator]	-3%	-8%	-24%	-40%	129%[activator]	nt	42%
AMA1 RON2 block	-10%	-5%	15%	6%	23%	0%	nt	-17%
LmPK inhibitor	nt	2%	1%	-2%	2%	1%	nt	0%
Tb PYK inh	1%	-7%	2%	-10%	4%	-10%	0%	5%
AmpC inh detg	nt	?	-13%	?	-1%	-2%	3%	1%
Sm TGR inh	nt	-5%	4%	-4%	-15%	-2%	-7%	0%

#25 CCOC(CNC(=O)c1ccc2c(c1)ncn2-c1ccc(F)c(F)c1)OCC
#26 Cc1ccc2c(c1)C(c1ccc(N3CCOCC3)cc1)=NNC(c1cccs1)=N2
#27 Cc1cc(OCC(=O)NCCO)ccc1Cl
#28 O=C(CN1CCOC1=O)N1CCCC(N2CCN(c3cccc(C(F)(F)F)c3)CC2)C1 (stereo not given)
#29 O=C1N=c2ccccc2=C1c1sc(=S)n(NC(=O)c2cccc(O)c2)c1O
#30 Cc1nnc(SCC(=O)Nc2cccc(S(=O)(=O)N3CCCC3)c2)n1C1CC1
#31 CCCN(CCC)C(=O)Cn1c(=O)n(CCCC(=O)NCc2ccco2)c(=O)c2sccc21
#32 Cn1cccc1/C=N/NC(=O)CSc1nc2ccccc2n1C

Compound	25	26	27	28	29	30	31	32
HCMV inh	-20	-17	-9	9	28	37	0	13
AmpC no deterg	43%	-15%	-1%	43%	-36%	nt	5%	-37%
AMA1 RON2 block	-1%	-4%	-17%	-3%	13%	-11%	3%	21%
LmPK inhibitor	-5%	0%	-5%	-6%	-9%	nt	-3%	-9%
Tb PYK inh	-6%	-2%	3%	0%	-16%	-2%	-1%	6%
AmpC inh detg	-8%	-4%	-6%	-10%	-1%	nt	-6%	-3%
Sm TGR inh	3%	-10%	-4%	40µM*	-24%	nt	2%	-11%

#33 Cc1nc(N2CCN(S(=O)(=O)c3ccc(Br)cc3)CC2)c2c(C)c(C)sc2n1
#34 Cc1nc2cc(C(F)(F)F)ccc2n1C1CCN(Cc2nnnn2CCc2ccccc2)CC1
#35 COC(=O)c1ncccc1SC
#36 COc1cc(C(C)=O)ccc1Oc1ccc(S(=O)(=O)N2CCOCC2)cn1
#37 CCc1cc2c(=O)c(-n3cnc4ccccc43)coc2cc1O
#38 O=S(=O)(c1ccc(Cl)cc1)N1CCn2c1nc1ccccc12
#39 CCCCCCN1Cc2ccccc2C1
#40 O=C(NCc1n[nH]c(=S)n1-c1ccc(Cl)c(Cl)c1)c1ccc(S(=O)(=O)N2CCCCC2)cc1

Compound	33	34	35	36	37	38	39	40
HCMV inh	-63*	-35	-22	-11	-11	64	-17	8
AmpC no deterg	11%	232%[activator]	-11%	0%	-23%	-15%	-30%	-38%
AMA1 RON2 block	22%	-2%	12%	-6%	-11%	-11%	-2%	37%[activator]
LmPK inhibitor	-3%	3%	3%	nt	-4%	-3%	-4%	-3%
Tb PYK inh	-5%	6%	2%	8%	6%	-26%	-1%	?
AmpC inh detg	-4%	-4%	4%	-4%	1%	2%	2%	-7%
Sm TGR inh	-5%[57.1 µM]	-17%	-11%	0%	4%	0%	8%	5%

Profiles as entered above.
Entry for `Cc1cccc(S(=O)(=O)Nc2nc3ccccc3nc2NCc2ccc3c(c2)OCO3)c1` = HCMV inh: -13; AmpC no deterg: -24%; AMA1 RON2 block: 6%; LmPK inhibitor: -2%; Tb PYK inh: -10%; AmpC inh detg: ?; Sm TGR inh: -4%
Entry for `O=C(c1ccccn1)N1N=C2/C(=C/c3ccccc3)CCCC2C1c1ccccc1` (stereo not given) = HCMV inh: 67; AmpC no deterg: 129%[activator]; AMA1 RON2 block: 0%; LmPK inhibitor: 1%; Tb PYK inh: -10%; AmpC inh detg: -2%; Sm TGR inh: -2%

Carrying on.
#41 Cc1nn(C)c2c1c(-c1ccccc1)cc(=O)n2Cc1ccccc1Cl
#42 COC(=O)c1ccccc1S(=O)(=O)N1CCCC(c2nc3c(nnn3Cc3ccc(C)cc3)c(=O)[nH]2)C1 (stereo not given)
#43 COc1cccc(C(=O)N(C)Cc2c(C)nn(C3CCS(=O)(=O)C3)c2C)c1 (stereo not given)
#44 CCC1Nc2ncnc(N3CCOCC3)c2N(Cc2ccc(Cl)cc2)C1=O (stereo not given)
#45 CC1CCN(c2c([N+](=O)[O-])nn(-c3ccc4c(c3)OCCO4)[n+]2[O-])CC1
#46 COc1cc2ccc(=O)oc2c2ccoc12
#47 Cc1c(NC(=O)CN2CC(C)OC(C)C2)c(=O)n(-c2ccccc2)n1C (stereo not given)
#48 Cc1ccccc1NC(=S)NNC(=O)c1cccc(Br)c1

Compound	41	42	43	44	45	46	47	48
HCMV inh	-17	-78*	-29	nt	14	31	35&-39	-32
AmpC no deterg	nt	11%	-4%	16%	0%	-10%	-19%	-33%
AMA1 RON2 block	nt	-3%	0%	-1%	-18%	10%	39%[activator]	61%[activator]
LmPK inhibitor	nt	-2%	nt	nt	6%	-3%	-3%	1%
Tb PYK inh	1%	-8%	8%	-6%	2%	-9%	4%&29%	-2%
AmpC inh detg	19%	2%	nt	nt	2%	-5%	?	-10%
Sm TGR inh	13%	8%	nt	nt	-1%	-17%	4%	-1%

#49 Cc1cc(C=C2C(=O)NC(=S)NC2=O)c(C)n1-c1ccc2c(c1)OCO2
#50 CCCC(=O)NC(=S)Nc1nc(-c2ccc(OC)cc2)cs1
#51 CCOCCCNC(=O)C(c1ccc(Cl)cc1)N1CCN(C(=O)c2ccco2)CC1 (stereo not given)
#52 CN(C(=O)CSc1nnnn1-c1ccccc1)C1CCCCC1
#53 COc1cccc(OC)c1OCCCSc1nc(C)cc(=O)[nH]1
#54 O=c1oc(C2(O)CCCCC2)cc2ccc(/C=C/c3ccc(F)cc3)cc12

Compound	49	50	51	52	53	54
HCMV inh	13	66	21	-20	3	3
AmpC no deterg	-44%	-34%	70%[activator]	-16%	-34%	-18%
AMA1 RON2 block	-3%	47%[activator]	-6%	11%	-7%	11%
LmPK inhibitor	-25%	-1%	1%	1%	1%	nt
Tb PYK inh	?	0%	0%	-8%	10%	1%
AmpC inh detg	-14%	-13%	-2%	?	?	-2%
Sm TGR inh	?	3%	-20%	-13%	-10%	-19%

Three entries out of the list, arranged by molar mass, falling.
#51 CCOCCCNC(=O)C(c1ccc(Cl)cc1)N1CCN(C(=O)c2ccco2)CC1 (stereo not given)
#53 COc1cccc(OC)c1OCCCSc1nc(C)cc(=O)[nH]1
#50 CCCC(=O)NC(=S)Nc1nc(-c2ccc(OC)cc2)cs1

Compound	51	53	50
HCMV inh	21	3	66
AmpC no deterg	70%[activator]	-34%	-34%
AMA1 RON2 block	-6%	-7%	47%[activator]
LmPK inhibitor	1%	1%	-1%
Tb PYK inh	0%	10%	0%
AmpC inh detg	-2%	?	-13%
Sm TGR inh	-20%	-10%	3%
